hIAP act = human IAP activation; P09923; purified human IAP, CDP-Star luminescence, 30 min; active compounds read high; 1 = vehicle-only enzyme, 0 = enzyme-free background; activation factor at 10 µM; 330,000 compounds, 0.16% hits; AID 2524;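 active = activation factor of the enzyme at least 2-fold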; also: the source names both 10 and 20 µM as test concentration; values of inactives mirror those of a sister screen read the other way
Target sequence (P09923 whole entry, looked up): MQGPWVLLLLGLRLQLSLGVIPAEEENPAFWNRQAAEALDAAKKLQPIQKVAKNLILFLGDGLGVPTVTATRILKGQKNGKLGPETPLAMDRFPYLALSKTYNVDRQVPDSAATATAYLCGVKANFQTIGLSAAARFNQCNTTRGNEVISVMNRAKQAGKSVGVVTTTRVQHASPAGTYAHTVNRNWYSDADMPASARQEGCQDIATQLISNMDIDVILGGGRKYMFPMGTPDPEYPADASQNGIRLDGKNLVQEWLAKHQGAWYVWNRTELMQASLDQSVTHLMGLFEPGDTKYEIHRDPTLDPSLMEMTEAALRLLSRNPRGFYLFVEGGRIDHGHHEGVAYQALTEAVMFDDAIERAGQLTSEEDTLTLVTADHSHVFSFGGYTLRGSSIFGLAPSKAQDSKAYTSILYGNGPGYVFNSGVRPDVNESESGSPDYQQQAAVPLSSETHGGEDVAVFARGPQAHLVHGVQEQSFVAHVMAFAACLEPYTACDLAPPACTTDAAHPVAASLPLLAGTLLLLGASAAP
APOBEC3G inh = inhibitors of human APOBEC3G DNA deaminase | inhibition, % at 20 µM | recombinant A3G, ssDNA deamination FAM/TAMRA fluorescence | 330,000 compounds, 0.28% hits | AID 493012 | Q9HC16;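 active = inhibition of at least 40% at 20 µM, with no more than 30% in the related APOBEC3A deaminase screen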;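 also: plate controls were DMSO wells with A3G for no effect and wells lacking A3G enzyme for full effect; some compounds called inactive have numbers as strong as hits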
Target sequence (Q9HC16 whole entry, looked up): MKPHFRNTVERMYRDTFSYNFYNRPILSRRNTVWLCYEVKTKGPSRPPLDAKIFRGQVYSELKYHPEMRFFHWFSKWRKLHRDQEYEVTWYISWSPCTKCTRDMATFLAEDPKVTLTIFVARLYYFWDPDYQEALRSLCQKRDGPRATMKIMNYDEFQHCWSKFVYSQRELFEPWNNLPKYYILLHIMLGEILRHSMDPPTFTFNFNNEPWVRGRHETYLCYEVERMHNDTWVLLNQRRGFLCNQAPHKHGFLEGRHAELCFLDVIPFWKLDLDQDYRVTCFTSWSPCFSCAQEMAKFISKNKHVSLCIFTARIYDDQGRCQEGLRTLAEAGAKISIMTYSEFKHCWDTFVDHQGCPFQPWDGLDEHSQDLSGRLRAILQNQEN
mIAP inh = blocks mouse intestinal alkaline phosphatase; purified mouse IAP, CDP-Star luminescence, 30 min; inhibition, % at 10 µM; 330,000 compounds, 0.2% hits; AID 2806;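 active = inhibition of at least 40% at 10 µM in the primary screen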;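 also: plate controls were DMSO with enzyme for no effect and no enzyme wells for full effect; values of inactives mirror those of a sister screen read the other way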
MPTP block = permeability transition pore inhibition; isolated mouse mitochondria, Ca2+ swelling absorbance, 30 min; inhibition, % at 10 µM; AID 602449; 360,000 compounds, 1.4% hits;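 active = inhibition of 50% or more, scaled per plate between neutral and stimulator controls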;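 also: 0% = DMSO wells given calcium and 100% = 1 mM EGTA wells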
ATG4B inh = blocks human ATG4B protease cleavage of LC3 substrate; Q9Y4P1; ATG4B cleavage of LC3-PLA2, NBD-HPC fluorescence, 1 h; inhibition, % at 8.33 µM; 340,000 compounds, 0.51% hits; in the data active = inhibition above about 40%
beta cell repl = induces beta-cell replication in MIN6 cells. MIN6 cells proliferation, ATPlite luminescence, 48 h; cells starved in 0.2% serum; 100% = growth in 10% serum. proliferation, % at 10 µM. 330,000 compounds, 0.29% hits. AID 2380;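 active = compounds whose signal lies at least 3.5 SD above the mean of all wells on their plate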;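 also: 0% = DMSO-treated cells in low-serum medium and 100% = 10% serum control; some compounds called inactive have numbers as strong as hits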
APOBEC3A inh = blocks human APOBEC3A ssDNA deamination | 330,000 compounds, 0.41% hits | P31941 | inhibition, % at 20 µM | recombinant A3A, FAM/TAMRA ssDNA deamination fluorescence;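 active = at least 40% inhibition at 20 µM here, with at most 30% in a related deaminase screen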;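 also: plate controls were A3A with DMSO for no effect and wells lacking A3A enzyme for full effect; some results filed as inactive read as strong as hits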
Target sequence (P31941 whole entry, looked up): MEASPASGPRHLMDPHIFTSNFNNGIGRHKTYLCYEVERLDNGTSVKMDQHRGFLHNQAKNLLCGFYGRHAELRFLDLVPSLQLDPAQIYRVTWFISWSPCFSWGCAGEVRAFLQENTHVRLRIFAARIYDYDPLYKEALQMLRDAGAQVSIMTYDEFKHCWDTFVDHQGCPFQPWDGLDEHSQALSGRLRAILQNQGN
hIAP block = human IAP inhibition. inhibition, % at 10 µM. P09923. 330,000 compounds, 0.12% hits. purified IAP, CDP-Star luminescence, 30 min;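 active = inhibition reaching a set limit with compound at 10 µM in the primary screen, cut at about 35% in these data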;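 also: plate controls were DMSO wells with enzyme for no effect and no-enzyme buffer wells for full effect; values of inactives mirror those of a sister screen read the other way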
mIAP act = mouse IAP activation; muIAP, CDP-Star luminescence, 30 min; active compounds read high; 1 = vehicle-only enzyme signal, 0 = enzyme-free wells; activation factor at 10 µM; 330,000 compounds, 0.24% hits;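 active = activation factor of at least 2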; also: the source names both 10 and 20 µM as test concentration; values of inactives mirror those of a sister screen read the other way
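System: mouse IAP enzyme. Reagent: CDP-Star chemiluminescent phosphatase substrate. Benchmarks: DMSO wells, no-enzyme wells. Times: 30 min enzyme-substrate-compound incubation at room temperature. Detection: luminescence from enzymatic CDP-Star hydrolysis. Doses: test compounds delivered from DMSO solution.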
An asterisk follows results filed as active. An unsorted share of the library. Share with any hit: about 3.3%.

SMILES	hIAP act	APOBEC3G inh	mIAP inh	MPTP block	ATG4B inh	beta cell repl	APOBEC3A inh	hIAP block	mIAP act
Cc1ccc(Cl)cc1NC(=O)C1CCCN(c2cnccn2)C1 (centres undefined)	0.87	-1	-1	-1.4	-8	0	-5	13	1
Cc1ccc(C(=O)CC(C(=O)O)n2ccc(C)n2)cc1 (centres undefined)	1.8	0	-1	0.5	-11	-1	-1	-84	1
COc1ccc(C)cc1NS(=O)(=O)c1ccc2c(c1)CCN2C(C)=O	1	6	-14	-0.3	-8	-2	1	-2	1.1
Cc1nn(-c2ccccc2)c(N2CCCC2)c1/C=N/NC(=S)Nc1ccc(F)cc1	0.96	-2	2	4.9	-5	-5	1	4	0.98
COc1ccc(S(=O)(=O)Nc2ccccc2C)cc1	0.99	-2	0	-0.8	-5	1	2	1	1
COc1nnc(-c2ccccc2)s1	1	0	-6	-1.4	0	0	-1	-3	1.1
Cc1cc(OCC(=O)O)c2cccc(C)c2n1	0.91	-1	-10	1.0	-6	-5	-2	9	1.1
Cc1ccc(C)c(NC(=O)CCN2CCN(c3ccccc3F)CC2)c1	1.1	3	-10	0.0	0	-3	3	-12	1.1
CCOc1ccc(NC(=O)CN2CCc3cc4c(cc3C2)OCCCO4)cc1OCC	0.95	1	-3	-0.6	5	-2	0	5	1
CSCCC(N=C(NS(=O)(=O)c1ccccc1)c1ccccc1)C(=O)O (centres undefined)	1.1	-3	6	-1.1	8	-3	2	-6	0.94
CCC[n+]1c2ccccc2cc2ccccc21	0.94	12	-3	-1.6	7	-5	47*	6	1
CCCNC(=O)c1cc(-c2ccc3c(c2)OCO3)on1	0.89	-9	0	-1.5	-4	-5	-3	11	1
Cc1[nH]nc2c1C(c1ccc(O)cc1)C1=C(CC(C)(C)CC1=O)N2 (centres undefined)	0.94	-4	0	-0.5	0	-4	-2	6	1
CN1CCN(S(=O)(=O)c2cccc(C(=O)Nc3sc4c(c3-c3nc5ccccc5[nH]3)CCCC4)c2)CC1	1	-6	12	4.1	12	0	2	0	0.88
COc1cc(NC(=S)N2CCC(C(N)=O)CC2)c(OC)cc1Cl	1	-7	7	0.6	4	-2	-4	-4	0.93
O=C(O)c1ccc(NC(=O)c2cccc(C(=O)Nc3ccc(C(=O)O)cc3)c2)cc1	0.87	-1	-2	-0.5	6	-6	1	13	1
Cc1ccc(C)c(-n2ccnc2SCC(=O)O)c1	1	-6	11	-2.5	-6	-3	-2	-2	0.89
Cc1ccc(C(=O)COc2ccccc2C(=O)Nc2ccccc2)cc1	1.1	1	14	4.1	18	4	-1	-8	0.86
COc1ccc(C(=O)Nc2ccnn2C2CCN(C(=O)C3CCOC3)CC2)cc1 (centres undefined)	1	-2	-1	-0.5	-2	-1	3	-3	1
C#CCOCCOCCOCCNc1nc(N2CCN(C(=O)[C@H]([C@@H](C)CC)n3cc(CCCCN)nn3)CC2)nc(N2CCN(C(=O)[C@H](C)n3cc(CCC(=O)O)nn3)CC2)n1	0.97	-1	2	-1.9	-4	-2	-1	3	0.98
COc1ccccc1CCCNC(=O)C1CCC(=O)N(CCc2cccc(F)c2)C1 (centres undefined)	1.1	4	0	-0.7	4	-3	2	-11	1
Cc1cc(OCc2nc(-c3cccnc3)no2)c(C)cc1Br	1.1	-5	7	-0.8	-5	-3	-4	-6	0.93
CCCC[C@@H](CNC)NC[C@H](NCCCCC1CCCCC1)C(C)C	1.1	-14	-4	90*	-3	-9	-4	-8	1
CCCCn1c(N)c(N(CCOC)C(=O)C2CCN(C(=O)c3ccc(F)cc3)CC2)c(=O)[nH]c1=O	0.96	-12	-8	0.2	2	2	3	4	1.1
CCc1c(C(C)=O)oc2ccc3c(C)cc(=O)oc3c12	1	0	-10	2.9	4	3	4	-3	1.1

Single values from above:
Result of Cc1cc(OCC(=O)O)c2cccc(C)c2n1 under APOBEC3G inh: -1
Result of Cc1[nH]nc2c1C(c1ccc(O)cc1)C1=C(CC(C)(C)CC1=O)N2 (centres undefined) under beta cell repl: -4

Some of the entries so far, as comma-separated lines.
Molecule,hIAP act,APOBEC3G inh,mIAP inh,MPTP block,ATG4B inh,beta cell repl,APOBEC3A inh,hIAP block,mIAP act
Cc1ccc(Cl)cc1NC(=O)C1CCCN(c2cnccn2)C1 (centres undefined),0.87,-1,-1,-1.4,-8,0,-5,13,1
Cc1ccc(C(=O)CC(C(=O)O)n2ccc(C)n2)cc1 (centres undefined),1.8,0,-1,0.5,-11,-1,-1,-84,1
COc1ccc(C)cc1NS(=O)(=O)c1ccc2c(c1)CCN2C(C)=O,1,6,-14,-0.3,-8,-2,1,-2,1.1

More results follow.
SMILES	hIAP act	APOBEC3G inh	mIAP inh	MPTP block	ATG4B inh	beta cell repl	APOBEC3A inh	hIAP block	mIAP act
COc1ccccc1C(=O)NC(=O)CSc1nncn1C(C)C	1	-10	0	-0.4	-3	-4	-1	-4	1
CCOc1ccc(NS(=O)(=O)c2ccc(C(=O)N3CCCC3)cc2)cc1	1	-2	-3	0.7	-2	0	-4	-5	1
CC(C)(C)c1ccc(OCC(O)CN2CCOCC2)cc1 (centres undefined)	1	-3	8	0.9	1	-2	0	-2	0.92
Cc1cc(=O)[nH]c(SCC(=O)Nc2ncc(S(=O)(=O)c3ccc([N+](=O)[O-])cc3)s2)n1	0.85	-6	16	1.6	-5	-2	-2	15	0.83
O=C1c2ccccc2C(=O)N1CCCCN(C(=O)c1cc2ccccc2oc1=O)c1ccc(F)cc1F	0.94	0	7	-0.6	15	0	2	6	0.93
CCn1c2ccccc2c2cc(NC(=O)CNCC3CCCO3)ccc21 (centres undefined)	1	-4	2	61*	-15	1	-3	-5	0.98
CC(=O)c1cccc(S(=O)(=O)NCCCN2CCOCC2)c1	1.2	9	-1	0.2	-3	3	7	-22	1
O=C(CSc1nnnn1C1CCCC1)NCc1ccccc1	0.85	-4	5	-0.2	-8	3	-3	15	0.95
CCOc1ccccc1NC(=O)CSc1nc(=O)n(CCN2CCOCC2)c2c1CCCC2	0.89	-3	5	0.4	4	-3	-1	11	0.95
O=C(Cn1cnc2scc(-c3ccccc3)c2c1=O)N1CCOCC1	0.87	-8	-6	1.7	3	-2	-4	13	1.1
O=Cc1cn(-c2ccccc2)nc1-c1cc2ccccc2oc1=O	0.87	-4	7	15	-8	-3	-4	13	0.93
COc1ccc(S(=O)(=O)N2CCCC(C(=O)Nc3ccc(NC(=O)c4ccccn4)cc3)C2)cc1 (centres undefined)	1.1	-2	-10	-4.0	-3	-1	0	-11	1.1
Cc1nn(-c2ccccc2)c2sc(C(=O)c3c(N)n(C)c(=O)n(C)c3=O)cc12	0.96	-3	-5	-2.0	2	6	-13	4	1.1
CN(c1ccc(C(=O)NCCSCc2ccccc2)cc1)S(=O)(=O)c1ccccc1	1	-4	-6	-1.6	-13	-2	-2	-5	1.1
COc1ccc(N2C(=O)NC(NS(=O)(=O)c3ccc(Cl)cc3)(C(F)(F)F)C2=O)cc1 (centres undefined)	0.86	-10	4	-0.9	-4	0	-2	14	0.96
COC(=O)C1C(=O)c2c([nH]c(C(=O)OC3CCCC3C)c2C)CC1C (centres undefined)	1.1	8	4	0.4	-7	-5	1	-6	0.96
COc1ccc(/C=C/c2onc(C)c2S(=O)(=O)N2CCC(C(=O)N3CCCCCC3)CC2)cc1	0.94	0	8	-0.2	40*	-2	-3	6	0.92
CC(=O)C[C@H](O)CC(=O)[C@H]1OC(=O)CCCCCCCCc2ccccc21	1.1	-4	-4	3.6	-7	-3	1	-10	1
CCOc1ccc(NC(=O)CN(c2ccc(OC)cc2)S(C)(=O)=O)cc1	0.99	5	-4	-2.0	-5	-3	-1	1	1
COc1ccc(Cl)cc1NC(=O)c1cccc(N2C(=O)C3CC=CCC3C2=O)c1 (centres undefined)	1.2	-10	-1	-0.1	0	0	-1	-18	1
CCC(C)n1c(=N)c(C#N)cc2c(=O)n3cc(C)ccc3nc21 (centres undefined)	0.98	-10	2	-0.4	-3	4	-2	2	0.98
CCCc1nc2ccccc2c(=O)n1/N=C/c1ccc(O)cc1	1.1	-8	-5	1.7	-2	-2	0	-10	1
O=C(Nc1ccccc1C(=O)O)c1cccc(C(=O)Nc2ccccc2C(=O)O)c1	0.9	-2	-2	-0.4	3	-5	-2	10	1
CCc1noc(C)c1C(=O)N1CCN(S(=O)(=O)c2ccc(C(C)C)cc2)CC1	1.1	-11	5	-1.5	-8	5	3	-12	0.95
COc1ccccc1CC(=O)Nc1ccc(OC)c(OC)c1	1.2	-2	6	-0.6	-4	-5	-1	-25	0.94

Other compounds follow:
SMILES	hIAP act	APOBEC3G inh	mIAP inh	MPTP block	ATG4B inh	beta cell repl	APOBEC3A inh	hIAP block	mIAP act
CCOC(=O)c1cc(C)n(-c2ccc(Cl)cc2)c1C	0.99	-8	0	3.2	-2	2	-5	0	1
COc1ccc(OC)c(NC2c3ccccc3C(=O)N2Cc2ccc3c(c2)OCO3)c1 (centres undefined)	0.81	-7	-11	-2.1	-9	0	-3	19	1.1
CC(NC(=O)c1cccc(Cl)c1)C1CC2CCC1C2 (centres undefined)	1.2	-3	-6	-1.2	4	-2	-3	-15	1.1
Cc1ccc(Cl)cc1N1C(=O)CC(C)(C)CC1=O	1	-7	1	-0.3	5	-1	-1	0	0.99
Oc1nc(Nc2ccc(F)cc2)sc1/C=C1\C=Nc2ccccc21	1.2	0	6	40	34	-6	5	-20	0.94
COc1ccc(CCNC(=O)Cn2nnc(C(=O)Nc3cc(C)ccc3C)c2N)cc1OC	1.1	-5	-4	0.0	-2	-2	-4	-14	1
CC1(C)CC(=O)C(N=Nc2ccc3ncsc3c2)=C(O)C1	1	-2	11	-3.1	-13	0	1	-4	0.89
CC1CCCN(Cc2c(O)ccc3c(=O)c(-c4ccc(Cl)cc4)coc23)C1 (centres undefined)	0.94	-10	-3	-0.8	3	0	-3	6	1
CC1CN(c2ncc(/C=N/NC(=O)c3ccccc3O)s2)CC(C)O1 (centres undefined)	1.1	-8	-6	0.3	-7	-4	-6	-12	1.1
COc1ccccc1N1CCN(c2nc(C)cc(C)c2C#N)CC1	0.88	-9	-1	-0.1	6	-4	-3	12	1
O=C(COc1ccccc1Cl)NC(=S)Nc1ccccc1N1CCCC1	0.67	-2	12	-1.5	6	-3	-2	34	0.88
CC(=O)N(Cc1cc(=O)[nH]c2ccccc12)c1ccccc1	1.1	-5	1	-2.4	-17	-4	1	-11	0.99
CCCNc1nc(C)nc2c1cnn2CCc1ccccc1	0.96	-1	-13	0.3	-2	2	8	4	1.1
O=C(Nc1ncccc1O)C1CCN(S(=O)(=O)c2ccc3ccccc3c2)CC1	0.99	-3	10	-1.5	-1	-1	-1	1	0.9
O=C(O)CCc1ccc(-c2ccc(F)cc2)n1NC(=O)c1ccco1	1.1	-1	7	-4.2	-5	2	3	-9	0.93
CC(=O)C1C(=O)CC(C)(O)C(C(C)=O)C1c1ccc(N(C)C)cc1 (centres undefined)	0.97	2	-4	-0.8	-11	-1	0	2	1
CCn1c(-c2ccc3[nH]c(C)c(C)c3c2)n[nH]c1=S	1	30	-16	1.1	-8	-1	-3	-4	1.2
Cc1ccccc1C(=O)Nc1ccc(C(=O)O)cc1NC(=O)c1ccccc1C	0.96	-10	-3	-0.9	-3	-3	0	4	1
C/C(=N\N=C(N)N)c1ccc(Cl)c(Cl)c1	0.88	-3	2	2.5	-1	-6	-1	12	0.98
COc1ccccc1NC(=O)Cc1csc(NC(=S)Nc2ccc(C)cc2)n1	1.3	-2	19	72*	6	-6	-2	-30	0.81
O=C(COC(=O)c1ccc(Cl)nc1)Nc1ccc2ccccc2c1	0.99	-13	-2	-1.7	-5	-2	-1	1	1

Compound activity as filed in PubChem.
